# CCT modulator – modulators of cytosolic chaperonin (CCT/TRiC) activity; purified chaperonin ATPase assay, HTRF ADP detection, 30 min; activity change, % (test concentration not listed), hits read low; 360,000 compounds, 0.3% hits; in the data active = activity change below about -30%; note: % is set by controls: 0 for no effect and ±100 for the full control effect
#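 TRiC (40 or 20 nM final, by batch activity) in 30 mM Tris pH 7.4, 100 mM KCl, 5 mM MgCl2, 1 mM DTT was treated with compound at 76 uM single dose, then 10 uM ATP, 30 min at 37 °C. ADP was read by HTRF Transcreener.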
# A549 tox – counter-screen for Nrf2 inhibitors: cytotoxicity in A549 cells; A549 ARE-Fluc cells, CellTiter-Fluor viability, 18-24 h; Potency, µM (highest dose often 46 µM), without a hit: at the highest dose activity change, negative = cytotoxicity, hits mostly inhibitors; 390,000 compounds, 0.16% hits; AID 504648; note: potency is the fitted concentration of half-maximal effect; % is set by controls: 0 for no effect and ±100 for the full control effect
#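 Cytotoxicity counterscreen: CellTiter-Fluor fluorescence was measured in A549 ARE_Fluc cells after 18-24 h of compound exposure in a concentration series. The subsequent BugLite luminescent read reports ARE-luciferase activity.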
# TGFb inhibitor – inhibitors of TGF-b signaling; HepG2 CAGA-GFP TGF-b/SMAD3 reporter, GFP fluorescence, 18 h; TGF-beta stimulated, 500 pg/mL final; Potency, µM (highest dose often 46.1 µM), inactives show at the highest dose activity, negative = inhibition, actives largely listed as inhibitors; 410,000 compounds, 1.2% hits; note: potency is the fitted concentration of half-maximal effect; % is set by controls: 0 for no effect and ±100 for the full control effect; nearly all actives have a fitted effect of over 65% in size
#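 HEPG2 CAGA-GFP, 1000 cells/well; 2 h settle, 37 C; cpd via pin tool; TGF-b 500 pg/mL final; 18 h, 37 C; GFP imaging ex488/em500-530; %Activity normalised to -TGF-b and +DMSO controls; CRC fit, curve class.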
# EPAC2 antag – EPAC2 (human) antagonism | Q8WZA2 | EPAC2 GEF exchange of Rap1B-BODIPY-GDP, fluorescence | Potency, µM (titrated, usually from 114 µM), without a hit: top-dose activity, negative = inhibition, actives largely listed as inhibitors | 360,000 compounds, 0.18% hits | AID 720708; note: potency is the fitted concentration of half-maximal effect; % is set by controls: 0 for no effect and ±100 for the full control effect; nearly all actives have a fitted effect of over 45% in size; many of its hits are not listed in these tables
# Target sequence (Q8WZA2 whole entry, looked up): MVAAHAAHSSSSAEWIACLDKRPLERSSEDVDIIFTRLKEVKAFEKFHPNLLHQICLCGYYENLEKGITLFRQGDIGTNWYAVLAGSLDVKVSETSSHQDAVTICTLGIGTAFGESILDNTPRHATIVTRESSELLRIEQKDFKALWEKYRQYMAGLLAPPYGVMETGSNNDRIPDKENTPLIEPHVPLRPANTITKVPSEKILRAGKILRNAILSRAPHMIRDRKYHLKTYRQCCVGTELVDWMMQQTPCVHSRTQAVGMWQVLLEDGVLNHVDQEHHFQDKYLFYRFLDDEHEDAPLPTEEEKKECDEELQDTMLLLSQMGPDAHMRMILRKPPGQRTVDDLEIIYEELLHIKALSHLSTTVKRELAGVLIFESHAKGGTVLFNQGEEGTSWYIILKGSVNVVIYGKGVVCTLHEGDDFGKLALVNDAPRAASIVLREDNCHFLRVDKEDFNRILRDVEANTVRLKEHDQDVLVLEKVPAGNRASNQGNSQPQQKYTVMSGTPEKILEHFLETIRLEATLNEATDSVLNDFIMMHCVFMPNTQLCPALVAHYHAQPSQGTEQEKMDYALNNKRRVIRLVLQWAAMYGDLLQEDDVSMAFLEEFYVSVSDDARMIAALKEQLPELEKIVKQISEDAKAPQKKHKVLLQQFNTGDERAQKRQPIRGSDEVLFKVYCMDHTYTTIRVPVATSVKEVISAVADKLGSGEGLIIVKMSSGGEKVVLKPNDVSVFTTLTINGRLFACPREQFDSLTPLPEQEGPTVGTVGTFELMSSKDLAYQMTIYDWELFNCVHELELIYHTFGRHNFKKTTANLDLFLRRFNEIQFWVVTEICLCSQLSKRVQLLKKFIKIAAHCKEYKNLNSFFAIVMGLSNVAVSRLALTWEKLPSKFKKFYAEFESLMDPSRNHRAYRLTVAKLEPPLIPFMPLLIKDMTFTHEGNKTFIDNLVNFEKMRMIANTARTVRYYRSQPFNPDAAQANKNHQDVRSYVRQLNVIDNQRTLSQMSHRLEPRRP
# EPAC2 agonist – EPAC2 (human) agonism. AID 720711. 360,000 compounds, 0.079% hits. EPAC2 activation, biochemical qHTS; response scale: 100% = 6.5 mM cAMP response. Potency, µM (titrated, usually from 154 µM), for the others: at the highest dose activation, most hits filed as activators; note: potency is the fitted concentration of half-maximal effect; nearly all actives have a fitted effect of over 50% in size
#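 Setup: EPAC2 100 nM, labeled Rap1B complex 250 nM, free GDP 50 uM. Compound titrations pinned in, brief spin, 5 min room temperature incubation. Kinetic fluorescence read over 30 min, normalized to 6.5 mM cAMP.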
# Mm-Cpn inhibitor – M. maripaludis TRiC chaperonin inhibition. Potency, µM (series often up to 76.9 µM), for inactives: at the top dose activity, negative = inhibition, hits mostly inhibitors. purified Mm-Cpn ATPase, ADP Transcreener TR-FRET. 330,000 compounds, 0.031% hits; note: potency is the fitted concentration of half-maximal effect; % is set by controls: 0 for no effect and ±100 for the full control effect; nearly all actives have a fitted effect of over 80% in size
#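 Eu-cryptate anti-ADP/ADP-d2 competition gives a ratio inversely related to ADP. Enzyme at 25 nM was pre-exposed to compound for 10 min, then given 10 uM ATP for 30 min, 37°C throughout.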
# Nrf2 ARE act – Nrf2 pathway activation; AREc32 ARE-luciferase reporter (MCF7-derived line), luminescence, 24 h; Potency, µM (series often up to 46.1 µM), inactives show at the highest dose activation, actives largely listed as activators; 410,000 compounds, 0.31% hits; note: potency is the fitted concentration of half-maximal effect; % of control where 0% means no effect; nearly all actives have a fitted effect of over 65% in size
#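 Steps: seed AREc32_Fluc cells (1000/well, 5% FBS OPTI-MEM); incubate overnight at 37 deg C; add 23 nL compound; incubate 24 hr; add Steady-Glo; hold 30 min RT; read luminescence.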
# Akt phos inh – blocks phosphorylation of Akt; Neuro2A IGF-stimulated pAkt S473 HTRF, 20 min; hits give low values; activity change, % for hits at 50 µM; 360,000 compounds, 0.32% hits; AID 651550; in the data active = activity change below about -80%; inconclusive = mostly about -51% to -80%; note: % is set by controls: 0 for no effect and ±100 for the full control effect
#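 Single-point screen (50 µM final compound) in Neuro2A cells stimulated 20 min with 6 nM IGF at 37 deg C. After lysis, Ser473-phosphorylated Akt read by HTRF (ex 330 nm, em 615/665 nm) as the 665/615 ratio.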
# Nrf2 inh – inhibitors of Nrf2 signaling; Potency, µM (highest dose often 46 µM), inactives show at the highest dose activity change, negative = inhibition, actives largely listed as inhibitors; A549 ARE-Fluc reporter, luciferase luminescence, 18-24 h; 360,000 compounds, 2.1% hits; AID 504444; note: potency is the fitted concentration of half-maximal effect; % is set by controls: 0 for no effect and ±100 for the full control effect; nearly all actives have a fitted effect of over 60% in size
#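 A549 ARE_Fluc cells, 5000/well, 5% FBS OPTI-MEM; compounds in dose-response, 18-24 h at 37 °C/5% CO2; CellTiter-Fluor viability read (Ex 405/Em 525), then BugLite luciferase luminescence = Nrf2 activity.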
# Active calls of the source: *; i = inactive; ? = inconclusive; . = no result given; [ ] = dose if it differs, or a comment. Unless noted, calls come from the whole dose curve; as a rule, active = well fitted curve in the direction sought with a large enough effect; inconclusive = small, poorly fitted or top-dose-only effect, or another doubt; inactive = no such curve, though single readings can be large; an effect the other way counts as inactive or inconclusive. These rows are one share of the data; count on the stated rates, not on these rows.
nr | compound | CCT modulator | A549 tox | TGFb inhibitor | EPAC2 antag | EPAC2 agonist
1 | CCOC(=O)C1(Cc2ccccc2)CCN(Cc2nccn2CC)CC1 | 3.0 | 6.8% | -24.2% | 2.0% | 6.4%
2 | COc1cc(C)cc2c1OC(c1ccccc1)CC2=O (configuration not stated) | -1.4 | -7.2% | ? | ? | 18.6%
3 | Cc1ccc(S(=O)(=O)CC(=O)Nc2nnc(C(C)C)s2)cc1 | -5.6 | -1.6% | -17.8% | 3.2% | 10.5%
4 | CCc1ccc(/C=C2\SC(N3CCOCC3)=NC2=O)cc1 | -1.0 | 1.7% | -30.0% | 4.3% | 5.5%
5 | Cc1ccc(S(=O)(=O)N(CC(=O)NN=C2CCN(C)CC2)c2ccc(F)cc2)cc1 | -2.2 | 1.2% | 3.0% | 4.6% | 1.7%
6 | O=C(NNC(=O)C1CC(=O)N(Cc2ccccc2)C1)c1ccc(F)cc1 (configuration not stated) | -2.2 | -1.1% | -1.7% | 6.7% | -3.7%
7 | CCc1n[nH]c2c1C(=O)CC(C)(C)C2 | -5.5 | 6.0% | -16.6% | 16.9% | 4.2%
8 | Cc1ccc(S(=O)(=O)N2CCN(C(=O)CCCOc3cccc(C)c3)CC2)cc1 | 1.5 | -0.9% | 2.0% | -8.4% | 10.1%
9 | CCn1cc(S(=O)(=O)NC2CCCCC2)cn1 | 0.2 | -1.9% | 0.3% | -2.4% | 6.0%
10 | O=C1C=C(O)CC(c2cccs2)C1 (configuration not stated) | -5.2 | 7.1% | -3.8% | -2.2% | 11.7%
11 | Cc1cc(C)cc(C(=O)NCCC(=O)NCc2cc(=O)n(C)c(=O)n2C)c1 | -10.0 | -2.1% | 4.5% | 4.2% | 6.4%
12 | C=CC[C@H](CC(=O)NCCO)C(=O)N[C@@H](COC(=O)[C@H](CC=C)CC(=O)OC(C)(C)C)Cc1ccccc1 | -2.7 | -2.0% | 3.2% | 7.1% | -4.3%

nr | Mm-Cpn inhibitor | Nrf2 ARE act | Akt phos inh | Nrf2 inh
1 | 2.2% | -0.1% | i | -1.9%
2 | . | ? | i | ?
3 | 2.3% | 0.5% | i | -0.3%
4 | 2.5% | 5.1% | i | 22.6%
5 | ? | -0.3% | i | 11.9%
6 | 3.3% | 0.0% | i | 14.5%
7 | -1.8% | 0.3% | i | .
8 | -2.5% | -0.3% | i | -14.3%
9 | -1.6% | -0.1% | i | 16.5%
10 | 0.4% | 1.8% | i | 27.7%
11 | 0.2% | -0.7% | i | -14.3%
12 | 0.7% | 0.8% | i | -1.7%

# Gathered by group: those above containing four or more nitrogen atoms.
nr | compound | CCT modulator | A549 tox | TGFb inhibitor | EPAC2 antag | EPAC2 agonist
5 | Cc1ccc(S(=O)(=O)N(CC(=O)NN=C2CCN(C)CC2)c2ccc(F)cc2)cc1 | -2.2 | 1.2% | 3.0% | 4.6% | 1.7%
11 | Cc1cc(C)cc(C(=O)NCCC(=O)NCc2cc(=O)n(C)c(=O)n2C)c1 | -10.0 | -2.1% | 4.5% | 4.2% | 6.4%

nr | Mm-Cpn inhibitor | Nrf2 ARE act | Akt phos inh | Nrf2 inh
5 | ? | -0.3% | i | 11.9%
11 | 0.2% | -0.7% | i | -14.3%

# (further entries)
nr | compound | CCT modulator | A549 tox | TGFb inhibitor | EPAC2 antag | EPAC2 agonist
13 | CCNC(=O)C1CCCN(C(=O)c2ccc(OC)c(OC)c2)CC1 (configuration not stated) | 1.0 | . | 1.9% | 12.4% | 4.1%
14 | COCCNC(=O)CCn1c(=O)c2cc(OC)c(OC)cc2n(CC(=O)Nc2ccccc2C)c1=O | . | -5.1% | -4.6% | . | .
15 | O=C(NCCc1c[nH]c2ccccc12)/C(=C/c1ccco1)NC(=O)c1ccco1 | -3.0 | -0.5% | 13.4% | -2.6% | 6.0%
16 | COc1cc([N+](=O)[O-])ccc1NC(=O)CN1CCN(C(=O)c2ccco2)CC1 | -0.2 | -9.0% | ? | 1.0% | 19.9%
17 | CCC(C)c1ccc(NC(=O)NCCN2CCCCC2)cc1 (configuration not stated) | 1.5 | 8.1% | -3.4% | 8.2% | 3.7%
18 | CC(C)C(=O)N(c1ccc2oc(=O)sc2c1)S(=O)(=O)c1ccccc1 | 0.7 | -2.5% | -8.8% | 9.1% | -0.1%
19 | N#C/C(=C1/CCCN1)c1ccccn1 | 0.2 | -1.0% | 4.0% | 5.1% | -2.1%
20 | CSCCC(NS(=O)(=O)c1ccc(C)cc1)C(=O)N(C)CC(=O)Nc1ccccc1Br (configuration not stated) | 2.0 | -0.6% | -4.8% | 8.9% | -3.8%
21 | COC(=O)c1ccc(OC(=O)CS(=O)c2ccccc2[N+](=O)[O-])cc1 (configuration not stated) | -3.3 | -7.6% | 3.9% | -5.9% | -2.4%
22 | COC(=O)c1c(NC(=O)C(=O)NCCCN2CCOCC2)sc2c1CCCC2 | 1.4 | ? | 8.6% | -13.5% | -2.5%
23 | CCN1CCN(c2ccc(S(=O)(=O)N3CCOCC3)cc2NC(=O)c2ccc(C)c(C)c2)CC1 | -2.7 | 2.9% | -8.0% | 0.0% | 3.3%
24 | CC(C)Oc1ccc(CCC(=O)N/N=C/c2ccncc2)cc1 | -1.4 | 0.8% | 14.2% | -0.4% | 9.4%

nr | Mm-Cpn inhibitor | Nrf2 ARE act | Akt phos inh | Nrf2 inh
13 | . | 0.0% | i | .
14 | . | 0.2% | . | -2.7%[9.27 µM]
15 | 1.4% | -0.3% | i | 7.5%
16 | -0.6% | 0.1% | i | -21.7%
17 | 0.9% | -0.2%[9.22 µM] | i | 5.9%
18 | 0.7% | 0.2% | ? | .
19 | -0.8% | -0.2% | i | -2.0%
20 | . | 3.0% | i | -2.6%
21 | 1.5% | 26.4% | i | 1.0%
22 | -3.6% | -0.7% | i | -19.6%
23 | 1.8% | 0.0% | i | -12.1%
24 | -15.1% | -0.1% | i | 0.7%

# The results go on.
nr | compound | CCT modulator | A549 tox | TGFb inhibitor | EPAC2 antag | EPAC2 agonist
25 | COC(=O)[C@]1(C)CCC[C@@]2(C)C3CC[C@@]4(C)C[C@]3(CCC21)CC(=O)N4 (some centres not stated) | -4.2 | -9.2% | -37.8% | 6.0% | 8.8%
26 | CCCCCc1c(O)nc(SCCN2CCOCC2)[nH]c1=O | -0.1 | -2.8% | -12.4% | 9.3% | 9.8%
27 | COc1cccc(CN(C)C(=O)CN2C(=O)NC3(CCCc4ccccc43)C2=O)c1 (configuration not stated) | -0.1 | 7.8% | ? | -3.6% | -4.1%
28 | O=C(C1CCCN(S(=O)(=O)c2cccs2)C1)N1CCN(C2CCCCC2)CC1 (configuration not stated) | 1.3 | -1.5% | 1.5% | -0.4% | -6.6%
29 | Cc1cc(C(=O)O)ccc1N/C=C1\CCCC(C)C1=O (configuration not stated) | -1.8 | -27.2% | 18.5% | -1.4% | 3.1%
30 | O=C(/C=C/c1cccc([N+](=O)[O-])c1)NCc1cccnc1 | -1.0 | 5.0% | -1.4% | -12.9% | 7.1%
31 | COc1ccc(/C=N/NC(=O)c2sc(C)nc2C)cc1 | -3.7 | -18.3% | -10.0% | 1.2% | 4.7%
32 | COc1ccc(NS(=O)(=O)c2cccc(C(=O)NNC(=O)CNC(=O)c3ccco3)c2)cc1 | -1.1 | 3.1% | -2.8% | -2.4% | 7.1%
33 | C#CCOCCOCCOCCNc1nc(N2CCN(C(=O)CCCCCCCCCCNC(=O)Cn3cc(C[C@@H](C)O)nn3)CC2)nc(N2CCN(C(=O)CCCCCCCCCCNC(=O)[C@H](CCCCN)n3cc(C[C@@H](C)CC)nn3)CC2)n1 | -1.2 | ? | ? | -11.2% | 7.2%
34 | NC(=S)N/N=C1\CC(n2nnnc2-c2ccccc2Cl)C2COC1O2 (configuration not stated) | 2.1 | -3.2% | ? | -3.6% | 16.9%
35 | CCN1C(=O)N(C)C(N(O)C(=O)NC)C1(C)C (configuration not stated) | 0.3 | -0.1% | 1.1% | 3.7% | -9.3%
36 | CCOC(=O)CN1NC2(CCCCCCC2)NC1=S | 0.2 | 0.5% | 1.5% | 6.0% | 0.7%
37 | CC(=O)c1c(C)n(-c2ccccc2Br)c2ccc(O)cc12 | 0.0 | 1.9% | 0.3% | 0.1% | -3.0%
38 | Cc1ccc(/C=N/NC(=O)c2ccc3ccccc3c2)s1 | -0.4 | -12.7% | -20.1% | 5.8% | 4.7%

nr | Mm-Cpn inhibitor | Nrf2 ARE act | Akt phos inh | Nrf2 inh
25 | 0.4% | -0.8% | i | -3.1%
26 | -13.6% | -0.8% | i | -12.6%
27 | 1.5% | -0.3% | i | -3.2%
28 | 0.6% | -0.3% | i | .
29 | 1.2% | 0.7% | i | ?
30 | 1.9% | 10.4% | i | -17.4%
31 | -3.3% | 3.4% | i | -6.9%
32 | -2.3% | -0.4% | i | 0.4%
33 | 2.3% | -2.9% | i | ?
34 | 2.4% | 2.4% | i | 11.3%
35 | 1.8% | 0.2% | i | .
36 | -0.2% | -0.8% | i | 1.0%
37 | 1.9% | 0.1% | i | 6.4%
38 | -4.7% | 0.1% | i | 24.9%

# Record cards (already shown).
# COc1ccc(/C=N/NC(=O)c2sc(C)nc2C)cc1 in the list: CCT modulator: -3.7; A549 tox: -18.3%; TGFb inhibitor: -10.0%; EPAC2 antag: 1.2%; EPAC2 agonist: 4.7%; Mm-Cpn inhibitor: -3.3%; Nrf2 ARE act: 3.4%; Akt phos inh: i; Nrf2 inh: -6.9%
# CCCCCc1c(O)nc(SCCN2CCOCC2)[nH]c1=O in the list: CCT modulator: -0.1; A549 tox: -2.8%; TGFb inhibitor: -12.4%; EPAC2 antag: 9.3%; EPAC2 agonist: 9.8%; Mm-Cpn inhibitor: -13.6%; Nrf2 ARE act: -0.8%; Akt phos inh: i; Nrf2 inh: -12.6%
